CHRM4 PAM: human M4 muscarinic receptor positive allosteric modulators, primary screen, CHO-K1 cells, Fluo-8 calcium fluorescence; AID 624126, 2012; CHO-K1 hM4/Gqi5, ACh EC20; 0% = ACh EC20, 100% = maximal ACh; activation, % at 3 µM; Muscarinic acetylcholine receptor M4 (Homo sapiens), P08173; 360,000 tested, 0.4% active;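 active = activation above its plate's cutoff, the mean activation of sample wells plus 3 SD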; also: some results filed as inactive read as strong as hits
Target sequence (P08173 whole entry, looked up): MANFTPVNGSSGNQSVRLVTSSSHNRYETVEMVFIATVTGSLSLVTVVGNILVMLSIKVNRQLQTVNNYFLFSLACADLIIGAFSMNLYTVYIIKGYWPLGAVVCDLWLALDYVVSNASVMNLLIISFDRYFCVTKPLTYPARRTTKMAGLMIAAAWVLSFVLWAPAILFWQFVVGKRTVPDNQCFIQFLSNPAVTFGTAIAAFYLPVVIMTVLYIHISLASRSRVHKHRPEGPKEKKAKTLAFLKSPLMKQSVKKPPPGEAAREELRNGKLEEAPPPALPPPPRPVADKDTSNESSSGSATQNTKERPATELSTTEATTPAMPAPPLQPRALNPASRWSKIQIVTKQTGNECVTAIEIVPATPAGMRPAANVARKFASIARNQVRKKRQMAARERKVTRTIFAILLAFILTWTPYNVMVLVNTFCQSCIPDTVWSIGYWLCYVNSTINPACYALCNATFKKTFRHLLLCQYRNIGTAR
CRFR2-BP antag: antagonists of CRF-BP/CRF-R2 complex, primary screen, cell-based, HEK293, calcium dye fluorescence, uHTS; CRF-induced calcium fluorescence; inhibition, % at 11.8 µM; 350,000 tested, 0.59% active; AID 588475, 2011;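 active = inhibition of the ligand-induced calcium signal above about 50% at the single tested concentration, limit read from the data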
M5 antag: human M5 muscarinic receptor antagonists, primary screen, CHO cells, Fluo-8 calcium fluorescence; inhibition, % at 3 µM; AID 624040, 2012; Muscarinic acetylcholine receptor M5 (Homo sapiens), P08912; CHO-hM5 cells, ACh EC80; 360,000 tested, 0.59% active;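 active = inhibition above a per-plate cutoff, the mean of that plate's test compounds plus 3 SD, cut at about 27% in these data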;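 also: 0% = acetylcholine EC80 with DMSO and 100% = DMSO without agonist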
Target sequence (P08912 whole entry, looked up): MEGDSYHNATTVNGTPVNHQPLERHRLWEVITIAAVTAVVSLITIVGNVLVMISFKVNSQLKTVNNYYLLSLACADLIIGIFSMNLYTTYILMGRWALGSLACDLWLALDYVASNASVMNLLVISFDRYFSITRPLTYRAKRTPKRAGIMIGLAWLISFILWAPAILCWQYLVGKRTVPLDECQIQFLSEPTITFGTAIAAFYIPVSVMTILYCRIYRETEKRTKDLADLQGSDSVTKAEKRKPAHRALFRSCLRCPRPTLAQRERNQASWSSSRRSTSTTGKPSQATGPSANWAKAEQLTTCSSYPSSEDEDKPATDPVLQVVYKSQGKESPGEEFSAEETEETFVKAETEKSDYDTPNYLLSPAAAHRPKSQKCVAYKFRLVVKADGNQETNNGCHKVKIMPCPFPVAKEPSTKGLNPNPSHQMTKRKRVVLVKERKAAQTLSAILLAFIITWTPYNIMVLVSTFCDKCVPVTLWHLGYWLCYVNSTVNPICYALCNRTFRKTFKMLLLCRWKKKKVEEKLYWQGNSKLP
CHRM1 PAM: human M1 muscarinic receptor positive allosteric modulators, primary screen, CHO-K1 cells, Fluo-8 calcium fluorescence, 1536-well; activation, % at 3 µM; CHO-K1 hM1, ACh EC20; 0% = ACh EC20, 100% = maximal ACh; Muscarinic acetylcholine receptor M1 (Homo sapiens), P11229; AID 588819, 2011; 360,000 tested, 0.088% active; in the data active = activation above about 19%, passing the limit was not always enough
CHRM5 agonist: human M5 muscarinic receptor agonists, primary screen, CHO-K1 cells, Fluo-8 calcium fluorescence. Muscarinic acetylcholine receptor M5 (Homo sapiens), P08912. CHO-K1 hM5 cells; 0% DMSO wells, 100% maximal acetylcholine response. activation, % at 3 µM. 360,000 tested, 0.19% active. AID 624037, 2012;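 active = activation above the run's mean over test compounds plus 3 SD, cut at about 23% in these data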;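 also: signal is peak over basal fluorescence ratio across the kinetic read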
CRFBP-R2 agonist: agonists of CRF-BP/CRF-R2 complex, primary screen, cell-based, HEK293, calcium dye fluorescence, uHTS; activation, % at 13.2 µM; 350,000 tested, 0.46% active; CRF-binding protein / CRF receptor 2 complex (human); calcium dye fluorescence (FLIPR); percent of saturating CRF peptide response;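 active = activation of at least 50%, plus an integration ratio under a set limit after plate pattern correction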;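 also: plate controls were neutral control wells without compound for no effect and CRF at EC100 for full effect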
CHRM4 antagonist: human M4 muscarinic receptor antagonists, primary screen, CHO cells, Fluo-8 calcium fluorescence. Muscarinic acetylcholine receptor M4 (Homo sapiens), P08173. CHO-hM4 cells, ACh EC80. inhibition, % at 3 µM. 360,000 tested, 0.73% active. AID 624125, 2012;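 active = inhibition above its plate's cutoff, the mean inhibition of sample wells plus 3 SD, cut at about 27% in these data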;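 also: 0% = acetylcholine EC80 with DMSO and 100% = DMSO without agonist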
CHRM5 PAM: human M5 muscarinic receptor positive allosteric modulators, primary screen, CHO-K1 cells, Fluo-8 calcium fluorescence; Muscarinic acetylcholine receptor M5 (Homo sapiens), P08912; CHO-K1 hM5, ACh EC20 PAM; 0% = ACh EC20, 100% = ACh EC100; activation, % at 3 µM; 360,000 tested, 0.3% active;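 active = activation above the run cutoff, the mean activation of all test compounds plus 3 SD, cut at about 18% in these data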
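System: CHO-K1 hM5 cells. Reagent: acetylcholine, EC20 level. Compound dosing: single dose, 3 µM nominal final test concentration. Timing: Post-acetylcholine fluorescence recording 140 s. Detection: Fluo-8 calcium fluorescence. Read-out: % activation, ACh-normalized. Benchmarks: ACh EC20 and EC100 wells. Repeats: singlicate, one well per test compound.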
CHRM4 agonist: human M4 muscarinic receptor agonists, primary screen, CHO-K1 cells, Fluo-8 calcium fluorescence. Muscarinic acetylcholine receptor M4 (Homo sapiens), P08173. CHO-K1 hM4/Gqi5; vehicle 0%, full acetylcholine response 100%. activation, % at 3 µM. 360,000 tested, 0.14% active. AID 624127, 2012;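 active = activation above the run mean over all test wells plus 3 SD, cut at about 32% in these data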;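 also: peak over basal fluorescence ratio per well then scaled between controls; 0% = DMSO wells and 100% = acetylcholine at EC100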
The depositor's hits bear a star.

SMILES | CHRM4 PAM | CRFR2-BP antag | M5 antag | CHRM1 PAM | CHRM5 agonist | CRFBP-R2 agonist | CHRM4 antagonist | CHRM5 PAM | CHRM4 agonist
Cc1ccc(F)cc1CNC(=O)C1CCC(=O)N(CC2CCCCC2)C1 (stereo not drawn) | 1 | 5 | 6 | 10 | -3 | 1.2 | 2 | 3 | 2
OC(COc1ccc(CN2CCCCO2)cc1)CN1CCCCC1 (stereo not drawn) | 7 | 10 | 14 | 5 | 0 | 11 | -6 | 6 | 1
CCn1cc(CNC(=O)c2ccc(OC3CCN(Cc4ccccn4)CC3)cc2)cn1 | 10 | -8 | 0 | 2 | -3 | -4.5 | -1 | 5 | 4
Cc1ccc(C(=O)CN2/C(=C(\O)c3ccccc3)C(=O)c3ccccc3S2(=O)=O)c(C)c1 | -3 | -17 | -2 | 6 | -1 | -0.3 | 7 | 3 | 0
CC(=O)c1c(C)[nH]c(C(=O)OCC(=O)N2CC(C)OC(C)C2)c1C (stereo not drawn) | -4 | -15 | 5 | 3 | -3 | 3.0 | 6 | 5 | 0
NC(=O)C1CCN(c2nc(-c3cccc(Cl)c3)cs2)CC1 | 1 | 0 | 4 | 10 | 4 | -1.1 | 2 | 2 | 1
CCOC(=O)C1=C(C#N)C(C(=O)OCC)c2ncccc21 (stereo not drawn) | 5 | -12 | 22 | 12 | -4 | -1.6 | -4 | -1 | 1
O=c1cc[nH]c2c(Cl)cccc12 | 3 | 92* | -9 | 7 | -1 | -2.2 | -7 | 4 | 2
O=C(CSc1nnc2scc(-c3ccc(F)cc3)n12)NCc1ccco1 | 4 | 16 | 11 | 10 | -1 | -0.5 | 9 | -5 | 0
COc1ccccc1N1CCN(C(=O)C(=O)c2cn(CC(=O)N3CCCCCC3)c3ccccc23)CC1 | -1 | 5 | -2 | -4 | 0 | 0.0 | -2 | 0 | 8
CN(CC(=O)NC(=O)NCc1ccccc1)Cc1ccc(Cl)c(Cl)c1 | -5 | -1 | -4 | -1 | -5 | -0.7 | -1 | -10 | -3
COc1cc2c(cc1OC)C(C)N(C(=O)Nc1cc(C)cc(C)c1)CC2 (stereo not drawn) | 4 | -2 | -4 | 1 | -4 | -0.8 | -4 | 0 | 0
COc1ccc(CN2C(=O)C(C)Nc3ncnc(N4CCN(c5ccccn5)CC4)c32)cc1 (stereo not drawn) | -4 | -10 | 12 | -1 | -2 | -0.9 | 7 | -1 | 7
COc1ccc(C(C)=O)cc1CC(=O)N(Cc1ccccc1)c1ccccc1 | -9 | -2 | 4 | -1 | -1 | 0.3 | -6 | -2 | 12
Cc1cccc2cc(C(c3nnnn3Cc3ccccc3)N3CCCc4ccccc43)c(=O)[nH]c12 (stereo not drawn) | -6 | -44 | -4 | 2 | 0 | 2.3 | 16 | -3 | 3
Cc1ccc(C(=O)Oc2ccc(/C=N/NC(N)=O)cc2)cc1 | 2 | -1 | 9 | -2 | -3 | -0.1 | 5 | -4 | 2
O=C(Cc1ccccc1)N/N=C/c1ccc[nH]1 | -3 | -12 | 10 | 5 | -3 | 0.5 | -3 | -4 | 1
COC(=O)C1CCN(C(=O)C2CCN(C(=O)[C@H](C)NS(=O)(=O)c3ccc(C)cc3)CC2)CC1 | -1 | 7 | -1 | -4 | 3 | -0.3 | 3 | 3 | 2
O=C(Nc1ccc(S(=O)(=O)Nc2nccs2)cc1)c1cc(-c2ccccn2)nc2ccccc12 | -1 | -18 | -5 | -5 | 0 | -0.8 | 3 | 9 | 1
COc1ccc(S(=O)(=O)NCC2CCCN(Cc3cccnc3)C2)cc1 (stereo not drawn) | -5 | 9 | 1 | 7 | -4 | -0.3 | 3 | 11 | 0
CC(=O)Nc1cccc(C(=O)OCC(=O)NNC(=O)c2cccs2)c1 | 12 | -3 | 7 | 7 | 1 | -1.2 | 2 | 2 | 1
COc1ccc(C)cc1NC(=O)CN(C)S(=O)(=O)c1ccc2c(c1)CC(C)N2C(C)=O (stereo not drawn) | -3 | -11 | -5 | 5 | 3 | -0.9 | -5 | 0 | 4
Cc1cccc(C)c1NC(=O)CNC(=O)Cn1nc(C)c(C)c(C#N)c1=O | 6 | 9 | 6 | 10 | 2 | -0.2 | 3 | 0 | 2
CCOc1ncccc1C(=O)Nc1nnc(C)s1 | 1 | 6 | 9 | 11 | 0 | -1.2 | -2 | 4 | 1
CCCN(CCC)CCCNC(=S)Nc1ccc2nc(N3CCN(C)CC3)cc(C)c2c1 | -17 | -2 | 2 | -1 | -8 | -1.0 | 13 | 2 | 0
Cc1cc(C)c2cc(C(c3nnnn3C3CCCC3)N3CCOCC3)c(=O)[nH]c2c1 (stereo not drawn) | 11 | -10 | -7 | 11 | 0 | -0.1 | 0 | 5 | 1
COc1cccc(C#Cc2ccc3c(c2)O[C@H](CN(C)C)[C@@H](C)CN([C@@H](C)CO)S3(=O)=O)c1 | -3 | 17 | 9 | -4 | 0 | -0.5 | -2 | -3 | 4
c1ccc(CO/N=C(\c2ccc(C3CC3)nc2)C2CC2)cc1 | 5 | 14 | 3 | 1 | -3 | -1.1 | -1 | 7 | -1
CS(=O)(=O)Nc1ccc(C(=O)NCCSCc2c(F)cccc2Cl)cc1 | -1 | 10 | -2 | 9 | -4 | 1.5 | -4 | 3 | 2
Cc1[nH]c2ccc(C(=O)N3CCN(C)CC3)cc2c1C | 7 | 1 | 7 | 6 | -5 | -0.6 | -8 | 1 | 0
O=C(c1cnsn1)N1CCN(c2ccccc2)CC1 | -2 | 31 | 0 | -3 | -5 | -0.8 | 1 | -12 | 0
CSc1ccccc1NC(=O)COc1nsnc1N1CCOCC1 | -1 | 22 | 3 | 18 | -5 | -0.2 | -7 | 2 | 4
Cc1ccc(C(=O)COC(=O)CN2C(=O)C3C4CCC(C4)C3C2=O)cc1C (stereo not drawn) | -3 | 5 | 3 | 5 | -1 | -1.3 | 9 | 3 | 5
COc1ccc(NCCC#N)cc1 | 11 | 13 | -3 | 5 | 2 | -3.3 | -1 | 0 | 0
COc1cccc(C2c3c(C)nn(-c4ccc([N+](=O)[O-])cc4)c3N=C3C(=O)Nc4ccccc4N32)c1 (stereo not drawn) | -6 | -3 | 5 | -3 | 1 | 0.5 | 10 | -2 | 3
CCOC(=O)C1CCN(c2ncnc3c2cnn3C)CC1 | 2 | -10 | 6 | 7 | -2 | 3.7 | -2 | -5 | 1

Sorted by number of heavy atoms (ascending): some entries from above.
SMILES | CHRM4 PAM | CRFR2-BP antag | M5 antag | CHRM1 PAM | CHRM5 agonist | CRFBP-R2 agonist | CHRM4 antagonist | CHRM5 PAM | CHRM4 agonist
c1ccc(CO/N=C(\c2ccc(C3CC3)nc2)C2CC2)cc1 | 5 | 14 | 3 | 1 | -3 | -1.1 | -1 | 7 | -1
CSc1ccccc1NC(=O)COc1nsnc1N1CCOCC1 | -1 | 22 | 3 | 18 | -5 | -0.2 | -7 | 2 | 4
Cc1cc(C)c2cc(C(c3nnnn3C3CCCC3)N3CCOCC3)c(=O)[nH]c2c1 (stereo not drawn) | 11 | -10 | -7 | 11 | 0 | -0.1 | 0 | 5 | 1
COc1cccc(C2c3c(C)nn(-c4ccc([N+](=O)[O-])cc4)c3N=C3C(=O)Nc4ccccc4N32)c1 (stereo not drawn) | -6 | -3 | 5 | -3 | 1 | 0.5 | 10 | -2 | 3

Carrying on:
SMILES | CHRM4 PAM | CRFR2-BP antag | M5 antag | CHRM1 PAM | CHRM5 agonist | CRFBP-R2 agonist | CHRM4 antagonist | CHRM5 PAM | CHRM4 agonist
Cc1ccc(C(=O)CSc2nc3ccccc3c(=O)[nH]2)cc1 | -3 | 8 | 3 | 7 | 0 | -1.7 | 2 | -2 | -1
COc1ccc(Cl)cc1NC(=O)c1sc2nc(C)nc(N3CCOCC3)c2c1C | -3 | 10 | 12 | 2 | -3 | 2.1 | 9 | -2 | 0
Cc1cc(C)cc(S(=O)(=O)c2cnc3ccccc3n2)c1 | -2 | -6 | 9 | 6 | -4 | 0.1 | 4 | 12 | 1
CC(O)CNc1ncnc2cc(-c3ccc(F)cc3)sc12 (stereo not drawn) | -6 | -9 | 1 | 2 | -2 | 1.4 | 3 | 5 | 1
CNc1cc(CSC)nc(SCc2ccc(Cl)cc2Cl)n1 | 0 | -21 | 14 | -6 | -1 | 1.0 | -2 | -14 | 3
O=C(N/N=C/c1cccc2ccccc12)c1ccccc1Cl | 1 | -17 | 5 | 4 | 0 | -4.0 | 1 | 0 | 1
O=C(COC(=O)C1CCN(c2ccc(C(F)(F)F)cn2)CC1)c1ccccc1 | 9 | 0 | 4 | 7 | -3 | -1.1 | -1 | 2 | 0
CCO[C@H]1OC(C(N)=O)=C[C@@H](c2csc3ccccc23)[C@@H]1CCCO | 1 | -10 | 8 | 4 | 4 | -1.4 | -5 | -2 | 1
CC1=C(C(=O)OCC2CCCO2)C(c2ccccc2OC(C)C)C2=C(CC(c3ccco3)CC2=O)N1 (stereo not drawn) | -11 | 4 | -1 | 1 | -7 | -0.4 | 1 | 2 | 0
Cc1ccc(NC(=O)C2COc3ccccc3O2)c(C)c1 (stereo not drawn) | 4 | 4 | -6 | 11 | -4 | -2.3 | -3 | 13 | 0
COc1cccc(NC(=S)N2CCn3c(nc4ccccc43)C2)c1 | -1 | -1 | 10 | 1 | -2 | -1.2 | -2 | -8 | 3
CCCCNC(=O)COC(=O)c1ccc(NC(C)=O)cc1 | 0 | -6 | 3 | 9 | 0 | -0.2 | -8 | -5 | 0
N/C(CCCN1CCCCC1)=N/O | -5 | 5 | 6 | 3 | -3 | -0.7 | 2 | 2 | 0
CCc1cc(C(=O)N2CCN(C(=O)c3ccccc3)CC2)sc1C | 0 | 5 | -2 | 0 | -4 | 1.8 | -4 | 3 | 0
C=CCCC(=O)N1CCC(n2nccc2NC(=O)c2ccccc2C)CC1 | 6 | -14 | 8 | 14 | -2 | 1.0 | -3 | -3 | 0
c1ccc(CCOn2ccnc2)cc1 | 0 | -13 | 14 | 24 | -5 | 2.3 | -3 | -3 | 2
Nc1c(C(=O)Nc2nc3ccccc3s2)sc2nc(-c3cccs3)ccc12 | -1 | -92 | 7 | 8 | -2 | 22 | 9 | -8 | 0
Cc1ccc(NC(=O)C2(c3ccccc3)CC2(Cl)Cl)cc1C (stereo not drawn) | -11 | -10 | -4 | -10 | -14 | 6.8 | -5 | -31 | 0
O=C(CCc1ccc(O)cc1)c1c(O)cc(O)cc1O[C@@H]1O[C@H](CO)[C@@H](O)[C@H](O)[C@H]1O | -2 | 0 | -3 | 4 | 1 | -0.5 | -12 | -4 | 0
Cn1cccc1CC(=O)N/N=C/c1ccc([N+](=O)[O-])cc1 | -1 | 3 | 11 | 2 | -6 | -0.7 | 1 | 5 | 1

Source: PubChem BioAssay
